Compound activity deposited in PubChem BioAssay by several laboratories.
AID2073: disruptors of CaV2.2 binding to Mint1 – biochemical, HTRF (AID 2073). HTRF protein-protein interaction, Mint1-CaV2.2; higher % means a stronger effect. one-dose inhibition, % at 20 µM; IC50 in µM for titrated hits. hit rate 0.19% among 290,000; in the data active = inhibition mostly above about 51%, no sharp cut-off; inconclusive = no clear call, values can overlap the other calls; inactive = mostly below about 53%; also: some results filed as inactive read as strong as hits
MgcRacGAP inhibition: MgcRacGAP GTPase-activating activity inhibitors, confirmation, biochemical, ADP Hunter fluorescence; hit rate 0.6% among 340,000; one-dose inhibition, % at 30 µM; IC50 in µM for titrated hits; MgcRacGAP-stimulated Rac1 GTP hydrolysis, ADP Hunter fluorescence; higher % means a stronger effect; GST-tagged Rac1 F28L mutant substrate;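 active = first-screen hits whose inhibition reached a set limit at any dose in the follow-up dose series; inconclusive = inhibition above the set first-screen limit but never retested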;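 also: fluorescence reports GDP produced by GAP-driven GTP hydrolysis; strong numbers were not always called active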
UTI89 phage lysis: protection from phage-mediated lysis, alamar blue read-out – E. coli UTI89, K1F phage, bacterial capsule biogenesis inhibitors (AID 488966) | hit rate 0.02% among 340,000 | one-dose inhibition, % at 100 µM; IC50 in µM for titrated hits | E. coli UTI89 K1F phage lysis, alamar blue, 2 h; higher % means a stronger effect;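 active = phage lysis inhibition, versus mean bacterial control, above a set limit; inconclusive = no clear call, values can overlap the other calls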;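 also: capsule biogenesis inhibitors block K1F phage lysis so surviving cells raise fluorescence; higher fluorescence means more inhibition of phage lysis; actives were called in the ten point dose series up to 300 µM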
NTR1 ag: agonists of NTR1, primary screen, imaging, U2OS cells, beta-arrestin-GFP, high content (AID 493036) | activation, % at 20 µM | NTR1-U2OS beta-arrestin-GFP spot imaging, agonist mode | P30989 | hit rate 0.17% among 330,000;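 active = activation at or above 40% of the spot to cytoplasm intensity ratio, with at least 20 cells analyzed; inconclusive = wells under 20 cells, flagged as cytotoxic or low count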;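 also: 0% = DMSO without peptide and 100% = 100 nM NTR1 peptide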
Target sequence (P30989 whole entry, looked up): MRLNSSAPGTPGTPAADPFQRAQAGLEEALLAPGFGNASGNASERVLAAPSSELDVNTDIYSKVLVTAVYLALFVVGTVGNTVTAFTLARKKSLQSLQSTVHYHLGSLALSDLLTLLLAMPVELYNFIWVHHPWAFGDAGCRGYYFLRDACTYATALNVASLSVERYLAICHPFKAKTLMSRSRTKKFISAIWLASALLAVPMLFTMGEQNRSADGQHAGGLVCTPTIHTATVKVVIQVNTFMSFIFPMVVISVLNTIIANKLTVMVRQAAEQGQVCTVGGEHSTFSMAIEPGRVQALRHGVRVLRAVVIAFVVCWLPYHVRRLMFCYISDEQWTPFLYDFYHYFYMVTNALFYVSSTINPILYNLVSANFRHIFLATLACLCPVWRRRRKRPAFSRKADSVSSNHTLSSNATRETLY
SIAH1 antagonists: blockers of Siah-1 interaction with plectin peptide – biochemical, fluorescence polarization, rhodamine-plectin, uHTS, primary screen (AID 1817) | hit rate 0.02% among 290,000 | Siah-1 / rhodamine-plectin peptide fluorescence polarization; higher % means a stronger effect | displacement, % at 20 µM, or IC50 in µM where a hit was titrated;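 active = displacement of at least 50% at 20 µM, with a fluorescence ratio check between 0.3 and a set limit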;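 also: plate controls were Siah plus tracer with DMSO for no effect and tracer alone without Siah for full effect; strong numbers were not always called active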
Large T inhibition: SV40 large T antigen inhibitors, biochemical (AID 1903); inhibition, % at 20 µM; hits with a dose series show IC50 in µM; SV40 large T antigen ATPase/helicase inhibition assay; higher % means a stronger effect; hit rate 0.39% among 310,000; in the data active = a potency from the dose series; inconclusive = inhibition mostly from about 32% at the one dose, without a potency; inactive = the rest, 99 in 100 with inhibition below about 32%; also: strong numbers were not always called active
West Nile virus CPE: West Nile virus antiviral activity, cell-based, CPE readout (AID 1621) | West Nile virus-infected cells, CPE inhibition; higher % means a stronger effect | CPE inhibition, % at 10 µM, or IC50 in µM where a hit was titrated | hit rate 0.02% among 290,000; in the data active = a potency from the dose series; inconclusive = CPE inhibition mostly from about 3.7% at the one dose, without a potency; inactive = the rest, 99 in 100 with CPE inhibition below about 2.2%; also: strong numbers were not always called active
NS5 inhibitors: flavivirus cap methylation enzyme inhibition – biochemical, confirmation dose response, primary screen (AID 588689) | Dengue-2 NS5 methyltransferase capping enzyme assay, biochemical; higher % means a stronger effect | inhibition, % at 25 µM; hits with a dose series show IC50 in µM | hit rate 0.3% among 340,000; in the data active = a potency from the dose series; inconclusive = inhibition above about 29% without an active follow-up result
RSV CPE inhibition: RSV antiviral activity via CPE protection, HEp-2 cells, primary 10 µM value included (AID 2391) | hit rate 0.13% among 310,000 | HEp-2 cells, RSV-induced CPE inhibition; higher % means a stronger effect | CPE inhibition, % at 10 µM, or IC50 in µM where a hit was titrated; in the data active = a potency from the dose series; inconclusive = CPE inhibition mostly from about 23% at the one dose, without a potency; inactive = the rest, 99 in 100 with CPE inhibition below about 21%; also: strong numbers were not always called active
NTR1 ag cell count 20 µM: further read-out of NTR1 ag, marked with its call; cell count; measured here: cell count, cytotoxicity flag
NS5 inhibitors pilot replicate: recorded beside NS5 inhibitors, whose call it bears; inhibition, %; measured here: pilot screen replicate inhibition
Active calls of the source: *; i = inactive; ? = inconclusive; · = no result given; & = joins results of further samples; [ ] = dose if it differs, or a comment.

SMILES	AID2073	MgcRacGAP inhibition	UTI89 phage lysis	NTR1 ag	NTR1 ag cell count 20 µM	SIAH1 antagonists	Large T inhibition	West Nile virus CPE	NS5 inhibitors	RSV CPE inhibition	others
O=C(Cc1ccccc1)c1ccccc1C(=O)N1CCCCC1	0.7%	7.4%	0.1%	-0.9	87	1.9%	8.8%	-0.3%	2.0%	2.1%
CC(=O)N1c2ccc(S(=O)(=O)N3CCCC(C(=O)Nc4cccc(Cl)c4)C3)cc2CC1C (stereo unspecified)	-8.8%	9.2%	0.3%	2.3	82	0.4%	14.1%	-0.3%	-7.0%	6.9%
N#CCC(=O)Nc1ccc(C(=O)OCC(=O)NCc2ccc3c(c2)OCO3)cc1	·	2.1%	0.8%[50 µM]	-0.5	50	·	·	·	-4.1%	0.2%
O=C(C1CCCCC1)N1CCC(c2nc3c(nnn3Cc3c(F)cccc3Cl)c(=O)[nH]2)CC1	-1.5%	-2.4%	1.9%	11.9	70	1.4%	0.6%	-0.1%	-5.6%	9.7%
COc1ccc(-c2nc(CSCC(=O)N3CCc4ccccc43)c(C)o2)cc1OC	1.0%	6.1%	-0.1%	2.8	87	-2.2%	4.0%	0.1%	-5.2%	16.6%
Cc1ccc(N(CC(=O)NC(C)c2ccccc2)S(=O)(=O)c2c(C)noc2C)cc1 (stereo unspecified)	4.4%	-46.6%	0.7%	1.0	76	-0.6%	-0.7%	?	5.5%	0.3%
C/C(=N\NC(=O)c1ccc(C)cc1C)c1ccc2c(c1)Nc1ccccc1S2	5.2%	?	0.2%[50 µM]	42.8*	67*	5.1%	21.6%	-1.3%	-1.9%	?
CC1CC(C)CN(C(=O)C(C)N2CCN(S(=O)(=O)c3ccc(Br)s3)CC2)C1 (stereo unspecified)	·	3.2%	0.4%[50 µM]	3.3	63	·	·	·	0.7%	·
CC1CCCC(C)N1C(=O)CSc1nnc(-c2ccco2)n1C (stereo unspecified)	·	2.6%	0.6%[50 µM]	-1.4	59	·	·	·	-2.2%	0.0%
COc1cccc(Cn2cccc(NC(=O)Nc3ccccc3C)c2=O)c1	4.0%	0.3%	0.1%	0.0	47	-4.6%	2.8%	-0.8%	4.6%	16.7%
COc1cc(/C=C(\C#N)c2nc3ccccc3n2C)cc(OC)c1O	-0.1%	?	0.0%	2.1	45	3.2%	9.81µM*	0.1%	-51.6%	-0.4%
COc1ccc(N2CC(C(=O)N[C@@H](C)C(=O)N[C@H](CO)c3ccccc3)CC2=O)cc1 (stereo partly specified)	4.2%	6.0%	8.4%	-0.2	95	1.1%	·	-0.2%	2.2%	1.6%
Cc1cs/c(=N\N=C\c2cccc([N+](=O)[O-])c2)n1Cc1ccco1	2.3%	8.1%	-4.8%	1.2	46	13.8%	2.6%	-0.5%	-0.7%	1.6%
CC(C)n1c(O)c(N=NC(=O)Cc2csc(N3CCOCC3)n2)c2ccccc21	6.3%	-0.6%	-0.3%	-0.3	40	-3.8%	8.0%	0.3%	-7.8%	1.5%
CCOc1ccc(S(=O)(=O)N2CCN(C(=O)c3cc4c(s3)CCCC4)CC2)cc1	8.1%	0.3%	0.9%	10.2	56	6.3%	8.5%	-1.4%	0.7%	57.5%
COc1ccc2[nH]c3c(C)c4ccncc4c(C)c3c2c1	27.0%	28.8µM*	i	-0.4	83	6.6%	13.5%	-1.7%	-0.7%	·
CC(=O)c1c(C)nc(-c2ccccc2)nc1NC(=O)C(C)C	-1.5%	7.7%	-0.6%	3.0	48	5.1%	9.1%	0.1%	-8.3%	1.4%
c1ccc(-c2nc3ccccc3[nH]2)cc1	9.8%	2.4%	-5.4%	-1.5	65	1.7%	5.2%	-0.4%	-4.5%	0.2%
CNc1snc(C)c1C(=O)OC(C)C(=O)Nc1cccc(C)c1 (stereo unspecified)	·	-0.4%	-2.8%	2.5	51	·	·	·	-0.8%	·
Cc1cc(NC(=O)C(C)SCC(=O)OCC(=O)N(C)c2ccccc2)no1 (stereo unspecified)	·	12.2%	1.1%[50 µM]	0.9	68	·	2.2%	·	1.4%	0.4%
O=C(COC(=O)Cc1ccc(Cl)cc1)Nc1ccc(OC(F)F)cc1	-7.8%	5.0%	1.0%[50 µM]	1.4	78	-1.3%	13.9%	-0.4%	-3.5%	1.2%
CCC(C)c1ccc(S(=O)(=O)N2CCN(C(C)C(=O)NC3CCCC3)CC2)cc1 (stereo unspecified)	·	1.3%	0.0%[50 µM]	-1.5	63	·	·	·	-3.7%	1.1%
CSCCC(NC(=O)/C(=C/c1ccc2c(c1)OCO2)NC(=O)c1cccc([N+](=O)[O-])c1)C(=O)O (stereo unspecified)	-3.6%	8.0%	0.0%	0.1	82	4.0%	1.4%	0.2%	-4.5%	0.4%
COc1ccc(NC(=O)CN(C)CC(=O)Nc2cccc(F)c2)cc1Cl	-4.7%	3.8%	-0.1%	2.9	79	-5.2%	7.5%	-1.6%	5.3%	4.3%
O=C(CCN1CCCCC1)N/N=C/c1c[nH]c2ccccc12	-3.7%	6.2%	-0.4%	-1.0	51	15.1%	10.6%	-0.1%	-5.4%	0.0%

Carrying on.
SMILES	AID2073	MgcRacGAP inhibition	UTI89 phage lysis	NTR1 ag	NTR1 ag cell count 20 µM	SIAH1 antagonists	Large T inhibition	West Nile virus CPE	NS5 inhibitors	RSV CPE inhibition	others
CCn1c(SCC(=O)N/N=C/C=C\c2ccccc2[N+](=O)[O-])nc2ccccc21	10.8%	2.4%	-0.1%	-0.8	93	-0.9%	8.9%	-0.6%	2.7%	-0.7%	NS5 inhibitors pilot replicate=-1.1
Cc1cc(C)c(C#N)c(SCC2COc3ccccc3O2)n1 (stereo unspecified)	22.4%	9.6%	-0.4%	12.5	43	-1.7%	12.2%	-0.2%	0.5%	3.8%
CC(=O)c1c(C)nc2nonc2c1N	26.9%	10.7%	2.0%	-0.5	40	3.6%	4.9%	·	5.5%	4.4%
O=c1c2ccccc2oc2cc(OCc3ccc(F)cc3)cc(O)c12	7.4%	8.2%	2.5%[50 µM]	2.4	80	-0.7%	7.4%	-1.1%	-2.0%	1.9%
CC(=O)N1CCN(C(=O)COC(=O)/C=C/c2ccc(C(F)(F)F)cc2)CC1	·	5.0%	0.1%[50 µM]	-0.3	59	·	·	·	-2.2%	·
CCN(CC)S(=O)(=O)c1cccc(NC(=O)/C=C/c2ccc([N+](=O)[O-])cc2)c1	8.8%	7.4%	0.3%	0.3	72	-1.2%	15.7%	-0.5%	1.9%	0.8%
Cc1nn(CC2CC2)c(=O)n1N(C)c1ncc(C(F)(F)F)cc1Cl	1.5%	-9.6%	-0.4%	-0.4	50	11.7%	3.3%	-0.3%	0.0%	2.8%
CCCNC(=O)CSc1nccn1Cc1ccco1	-17.8%	-0.5%	0.5%	3.7	68	-0.4%	-11.6%	-0.3%	-4.4%	3.0%
O=C(NC1CC1)c1ccc(C2SCC(=O)N2Cc2ccccc2)cc1 (stereo unspecified)	-4.2%	3.1%	0.0%	-0.2	82	5.2%	10.3%	-0.1%	1.8%	0.5%
CCn1c(/C=N/Nc2ccc(C(=O)O)cc2)nc2ccccc21	17.1%	-1.4%	5.4%	2.6	57	4.6%	13.3%	1.0%	-5.1%	1.2%
CC(=O)NC12CC3CC(C1)CC(C(=O)OCC(=O)Nc1ncc(Cl)c(C)c1Cl)(C3)C2	2.6%	7.8%	0.3%	0.0	79	-4.4%	10.3%	-0.3%	-3.2%	1.3%
COc1ccc(CNc2cc(C)ccn2)cc1	3.4%	3.6%	0.3%	1.2	78	-10.1%	-7.6%	-0.2%	-13.1%	0.3%
Cc1ccc(NC(=O)Nc2ccc(F)cc2F)c(OC(F)F)c1	9.2%	10.1%	0.7%	1.4	38	4.7%	3.2%	-0.3%	-6.2%	6.7%
COC(=O)CCC(=O)Nc1cccc(Cl)c1	2.7%	7.2%	0.5%	0.0	49	-2.3%	-2.6%	0.2%	0.7%	0.4%
COc1ccccc1NC(=O)CN1CCC(n2c(C)nc3cc(F)ccc32)CC1	0.3%	2.5%	0.6%	1.2	83	-2.3%	16.3%	-0.4%	0.8%	?
Cc1ccsc1C(=O)OCc1nc2ccccc2c(=O)[nH]1	-1.1%	4.4%	8.2%	2.8	78	-3.3%	9.0%	0.5%	-2.5%	6.1%
COc1ccc([N+](=O)[O-])cc1NC(=O)c1csc(C)c1	-3.2%	6.6%	2.1%[50 µM]	-0.6	64	5.1%	0.2%	0.1%	2.0%	21.7%
O=C(COC(=O)/C=C/c1ccc(OC(F)F)cc1)NC(=O)NCc1ccccc1	·	2.9%	0.3%[50 µM]	1.5	88	·	·	·	-5.3%	1.7%
O=S(=O)(Nc1nc2ccccc2[nH]1)c1ccc2ccccc2c1	-5.3%	7.5%	0.0%	3.7	54	-6.5%	0.7%	-0.1%	-0.7%	5.4%
O=C(Nc1ccc([N+](=O)[O-])cc1)N1CCc2ccccc2C1	-4.2%	11.3%	0.1%	0.5	59	-4.8%	-0.5%	-0.7%	-3.3%	18.3%	NS5 inhibitors pilot replicate=3.0
Cc1cc(C(=O)CSCCCn2c(=O)[nH]c3ccccc32)c(C)n1C	-7.2%	20.8%	1.4%	-2.2	50	0.0%	18.6%	-0.2%	35.1%	2.6%
COc1cccc(-c2ncc3ccccc3c2COC(=O)c2ccc(C(C)(C)C)cc2)c1	·	5.5%	-0.2%	0.7	58	·	·	·	-6.4%	2.6%
Cc1ncc([N+](=O)[O-])n1CC(=O)Nc1ccccc1F	1.7%	10.0%	0.3%	1.1	57	-0.2%	4.9%	-1.1%	-3.5%	0.7%
O=C(C1CC1)N1CCc2cc(S(=O)(=O)NC3CCN(Cc4ccccc4)CC3)ccc21	-0.5%	7.5%	1.7%	-1.9	50	4.8%	-2.0%	·	-1.6%	3.1%
CNC(=O)Oc1ccc2c(c1)[C@]1(C)CCN(C)C1N2C (stereo partly specified)	·	2.0%	0.6%	-1.0&0.3	71&49	·	1.1%&11.2%	0.1%	0.0%	1.5%&-0.7%
COc1cc(C(=O)N2CCN(C3CCCCC3)CC2)cc(OC)c1OC	-3.8%	27.3%	-0.1%	-0.4	46	2.9%	5.7%	-0.2%	-4.6%	1.9%	NS5 inhibitors pilot replicate=-5.8
Cn1c(=O)cc(OCC(=O)NCc2cccs2)c2ccccc21	-2.0%	13.0%	-0.2%	-0.2	93	-0.9%	19.2%	0.0%	-10.0%	1.2%
CCCCn1nnnc1NCc1cc(OC)c(OC)c(OC)c1	2.2%	2.0%	-0.5%	-0.9	54	-3.1%	4.1%	-0.2%	-2.4%	0.9%

An unsorted share of the library (roughly 1.6% active in at least one column).
